TDP2 absorb: blocks human TDP2 phosphodiesterase activity; recombinant TDP2, T5PNP hydrolysis, p-nitrophenol absorbance 415 nm; 0.34% of 370,000 active; AID 720702; inhibition, % at 12.8 µM; O95551;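 active means inhibition above the mean of all tested compounds plus 3 SD, set per campaign, cut at about 25% in these data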;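 further: 0% = DMSO with enzyme and 100% = buffer with substrate but no TDP2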
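Assay system: recombinant human TDP2 / Reagent: T5PNP substrate at 5 mM, a TopII-DNA adduct mimic / Measured by: epi absorbance from released p-nitrophenol / Evaluation: % inhibition relative to enzyme-containing and enzyme-free wells / Control set: enzyme-free and DMSO wells / Replicates: each compound tested once, singlicate / Schedule: enzyme reaction with compound for 2 h at 37 °C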
DDE Tn6 FP inh: inhibitors of Tn6 peptide binding to human fibrin DD(E) | P02675 | Fibrin DD(E) TRITC-Tn6 fluorescence polarization displacement | inhibition, % at 8.3 µM | 0.21% of 370,000 active | AID 720509;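 active means inhibition above a per-campaign cutoff: mean of compounds within control limits plus 3 SD, cut at about 15% in these data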;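 further: 0% = median of all compound wells on the plate and 100% = blocking peptide control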
ADAM17 inh: ADAM17 inhibition, QFRET primary screen; AID 720648; 0.83% of 370,000 active; inhibition, % at 6.95 µM; recombinant ADAM17, EDANS/DABCYL FRET peptide cleavage;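 active means inhibition above the mean of compounds lying between control limits plus 3 SD, set per campaign, cut at about 8.5% in these data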;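 further: 0% = DMSO-only wells as the low control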
Target sequence (P78536 215-824 limits assumed): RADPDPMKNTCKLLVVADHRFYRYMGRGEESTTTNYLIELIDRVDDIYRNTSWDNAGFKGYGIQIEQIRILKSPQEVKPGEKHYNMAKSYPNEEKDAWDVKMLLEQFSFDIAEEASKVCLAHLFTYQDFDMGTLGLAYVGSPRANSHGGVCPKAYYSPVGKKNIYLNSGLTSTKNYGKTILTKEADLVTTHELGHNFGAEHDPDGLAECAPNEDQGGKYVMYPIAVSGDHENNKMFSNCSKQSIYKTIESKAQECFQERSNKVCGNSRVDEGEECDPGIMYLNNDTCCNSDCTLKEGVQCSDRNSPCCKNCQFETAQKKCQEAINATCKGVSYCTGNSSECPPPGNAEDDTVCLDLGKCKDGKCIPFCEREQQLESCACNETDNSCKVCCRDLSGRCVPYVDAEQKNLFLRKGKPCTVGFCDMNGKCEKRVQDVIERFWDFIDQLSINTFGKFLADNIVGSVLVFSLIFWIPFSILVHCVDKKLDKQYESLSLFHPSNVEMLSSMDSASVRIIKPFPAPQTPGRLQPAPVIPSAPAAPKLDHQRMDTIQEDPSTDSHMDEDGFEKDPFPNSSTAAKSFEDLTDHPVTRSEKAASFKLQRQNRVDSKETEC
ADAM10 inh: ADAM10 inhibition, QFRET primary screen; inhibition, % at 7 µM; 0.62% of 370,000 active; O14672; recombinant ADAM10, EDANS/DABCYL FRET peptide cleavage, 3 h;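 active means inhibition above a per-campaign cutoff equal to the mean of compounds falling between control-based bounds plus 3 SD, cut at about 20% in these data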;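 further: 0% = DMSO wells while the 100% control is not disclosed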
LEDGF integ inh: blocks HIV-1 LEDGF/p75-dependent DNA integration; 0.64% of 370,000 active; TR-FRET IN-LEDGF/p75 DNA integration, Eu/Cy5; inhibition, % at 3.7 µM;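 active means inhibition above the screen-wide mean plus 3 SD, cut at about 13% in these data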;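 further: signal is the Cy5 over europium emission ratio at 671 and 618 nm; 0% = plate median of compound wells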
PLCg1 inh: inhibitors of human phospholipase C gamma1. P19174. purified PLC-gamma1, fluorogenic substrate, fluorescence. inhibition, % at 12.2 µM. 0.84% of 370,000 active. AID 720700; in the data active means inhibition above about 9.5%
ARFGAP1 inhibitor: rat ARFGAP1 inhibition; Q62848; Arfgap1-stimulated ARF1 GTP hydrolysis, GDP FP detection; inhibition, % at 16.5 µM; 0.26% of 360,000 active; AID 651572;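 active means inhibition above a per-plate limit, mean inhibition of low control wells plus 3 SD, cut at about 25% in these data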;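 further: 0% = DMSO wells with enzyme and 100% = wells lacking Arfgap1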
Target sequence (Q62848 1-136 limits assumed): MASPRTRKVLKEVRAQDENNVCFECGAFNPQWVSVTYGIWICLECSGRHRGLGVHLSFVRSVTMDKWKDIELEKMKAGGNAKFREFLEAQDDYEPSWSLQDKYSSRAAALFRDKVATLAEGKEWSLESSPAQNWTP
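Replicates: Single well per compound | Assay system: Truncated rat Arfgap1 GAP domain | Control set: No-Arfgap1 wells (100%) versus DMSO full-reaction wells (0%) | Times: Enzyme reaction 120 min at 25 °C after 20 min preincubation | Reagent: Human ARF1(Δ1-17)-GTP substrate | Measured by: Tracer-displacement fluorescence polarization with EDTA stop, 620/688 nm | Measure: Percent inhibition of Arfgap1-stimulated GTP hydrolysis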
KLK7 zymogen act: proKLK7 (human) activation, primary screen | purified proKLK7, EDANS-DABCYL substrate fluorescence; 100% is mature enzyme control, 0% vehicle | activation, % at 7 µM | 0.9% of 370,000 active | P49862;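 active means activation above the mean of all tested compounds plus 3 SD, computed per campaign excluding outliers beyond control limits, cut at about 13% in these data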
Target sequence (P49862 whole entry, looked up): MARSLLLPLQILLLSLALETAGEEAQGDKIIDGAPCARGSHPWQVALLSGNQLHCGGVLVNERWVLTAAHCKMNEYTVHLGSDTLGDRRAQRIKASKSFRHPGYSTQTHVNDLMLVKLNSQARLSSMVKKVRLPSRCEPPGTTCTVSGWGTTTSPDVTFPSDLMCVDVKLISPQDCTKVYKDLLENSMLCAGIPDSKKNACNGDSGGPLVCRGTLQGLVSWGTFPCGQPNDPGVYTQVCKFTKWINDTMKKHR
DDE Tn7 FP inh: DD(E)-Tn7 binding inhibition, primary FP screen | inhibition, % at 8.3 µM | FP displacement of FITC-Tn7 peptide from fibrin DD(E); 0% = median of compound wells per plate | 0.13% of 370,000 active;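 active means inhibition above the mean of compounds falling within the control limits plus 3 SD of them, cut at about 14% in these data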;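 further: 0% = plate median of compound wells and 100% = 10 µM Aha-Tn7 peptide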
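Test system – human fibrin DD(E) · Times – 10 min preincubation, 3 h with tracer, room temperature · Detection – fluorescence polarization of the labelled Tn7 tracer · Measure – percent inhibition normalized to high-control wells · Benchmarks – high control wells with 10 µM unlabelled Aha-Tn7 peptide (full inhibition) · Repeats – singlicate testing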
ASAP1 inh: ASAP1 ArfGAP inhibition; 0.19% of 360,000 active; Q9ULH1; inhibition, % at 16.5 µM; ASAP1-stimulated ARF1 GTP hydrolysis, GDP FP detection; AID 624377; in the data active means inhibition above about 25%;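 further: 0% = vehicle with enzyme and substrate and 100% = no enzyme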
The depositor's hits bear a star.

#	SMILES	TDP2 absorb	DDE Tn6 FP inh	ADAM17 inh	ADAM10 inh	LEDGF integ inh	PLCg1 inh	ARFGAP1 inhibitor	KLK7 zymogen act	DDE Tn7 FP inh	ASAP1 inh
1	CN(C(=O)c1ccc(OC2CCN(CCc3ccccc3)CC2)cc1)C1CCOCC1	-3	-3	-1	0	2	2	-8	-0.5	5	1
2	CCOC(=O)c1[nH]c2c(c1-c1ccccc1)C(=O)CC(c1ccccc1)C2 (stereo not drawn)	-5	4	1	3	-2	1	3	-0.2	7	-8
3	Cc1cc(C)nc(Nc2nc(C(N)c3ccccc3)cs2)n1 (stereo not drawn)	11	-4	-8	-14	1	-11	5	0.0	2	-6
4	CC(=O)N/N=C(\C)CC(=O)NC(C)(C)C	-10	5	-4	-14	4	-17	2	-0.1	-2	1
5	O=C1C=C(c2ccc(Oc3ccccc3)cc2)C[C@@H](c2ccc(F)cc2)C1	6	-2	-1	-1	-1	-2	2	0.6	-4	5
6	O=C1NC[C@H](CC2CCCCC2)N(CCC23CC4CC(CC(C4)C2)C3)C1=O	-3	0	5	-6	0	4	6	0.2	-1	3
7	N#Cc1nc(Cc2cccc3ccccc23)oc1NCc1ccco1	-10	-3	8	11	-4	-1	2	0.2	0	0
8	O=Cc1cccnc1SCc1ccccc1	3	-8	1	-2	-1	1	-4	-0.5	7	3
9	Cc1nc2cc(-c3sccc3-n3cccc3)nn2c(C)c1C	-8	-2	0	-10	6	-51	5	0.3	0	10
10	NS(=O)(=O)c1ccc(CNC(=O)/C=C/c2c(F)cccc2Cl)cc1	5	-5	-2	-9	-3	-1	-1	0.1	-6	0
11	COc1cccc(OC)c1C(=O)NC(=S)NCc1ccco1	-10	2	-1	2	-1	-2	11	-0.7	0	2
12	CCNS(=O)(=O)c1ccc(CCC(=O)N2CCN(c3ccc(OC)cc3)CC2)cc1	9	-5	5	5	-6	1	-2	0.1	2	-4
13	CCOC(=O)c1ccccc1NC(=O)COc1cc(=O)n(CC)c2ccccc12	6	-1	0	6	2	5	3	0.4	0	-18
14	CCCC(C)NC(=O)COC(=O)c1ccc(Cl)c(S(N)(=O)=O)c1 (stereo not drawn)	-6	4	-1	2	-9	-3	4	0.1	3	1
15	O=C(Nc1ccc(Cl)cn1)c1ccc2c(c1)OCCO2	-14	3	-2	5	-2	-5	-3	-0.8	3	-10
16	COc1ccc(NC(=O)C2CCCN(S(=O)(=O)c3cccc4cccnc34)C2)cc1 (stereo not drawn)	5	-3	-2	-9	-1	2	-8	0.0	6	16
17	CN(C)S(=O)(=O)c1cccc(NC(=O)CSc2nc3ccccc3n2-c2ccccc2)c1	-4	5	10*	20*	-1	0	7	0.3	2	-10
18	COCCNC(=O)CSc1nc(-c2ccccc2)c(-c2ccccc2)o1	1	6	1	-5	0	-3	-10	0.1	5	-13
19	CCN(CC)c1ccc(CNC(=O)C/C(C)=N/NC(=O)COc2ccc(C)cc2Br)cc1	0	-2	-1	5	1	-4	-6	-0.2	9	7
20	CCn1nc(C)c(NC(=O)c2ccc(Br)o2)c1C	6	-4	0	7	4	0	8	0.2	-6	-5
21	O=C(NCC1CCCN(C(=O)c2cc(Cl)ccc2F)C1)c1ccc(F)cc1 (stereo not drawn)	-11	6	0	3	2	6	-3	-0.2	-1	1
22	O=C(NC1CCCC1)C(c1ccncc1)N(C(=O)Cn1nnc(-c2ccccc2F)n1)c1cccc(F)c1 (stereo not drawn)	-7	4	1	5	4	2	7	0.1	-2	15
23	COc1cccc(CN2CC(C(=O)NCC3CCOCC3)CCC2=O)c1 (stereo not drawn)	8	1	0	-3	0	2	-13	0.8	-3	13
24	CN(CC(=O)Nc1ccccc1Br)C(=O)c1cc(S(=O)(=O)N(C)C)ccc1N1CCCC1	-10	2	-4	-7	6	-8	7	1.1	-4	9
25	COCCN(CCOC)S(=O)(=O)c1ccc(C(=O)NC2CCN(Cc3ccccc3)CC2)cc1	0	3	-2	-5	-2	2	6	0.2	-3	3
26	CCOC(=O)c1csc(NC(=O)Nc2cccc(Cl)c2)n1	14	-2	0	6	0	4	-5	-0.4	3	-18
27	CSc1ccc(Cn2c(C)c(C(=O)NCc3cccs3)sc2=O)cc1	5	-10	2	-6	-2	0	-13	0.4	5	6
28	CC(=O)c1ccc(NC(=O)CSC2=NS(=O)(=O)c3cc(Cl)ccc3N2)cc1	16	5	0	1	2	-2	6	0.6	-6	2
29	Cc1ccc[n+](C2C(c3ccc([N+](=O)[O-])cc3)C(C#N)=C([S-])NC2(O)C2CC2)c1 (stereo not drawn)	-2	-7	1	6	4	7	0	-0.1	-2	4
30	COc1ccc(NC(=S)NNC(=O)c2ccc(S(=O)(=O)N3CCOCC3)cc2)cc1	9	10	-1	4	-3	-13	-5	0.4	-2	-10
31	CCC(/C=N/NC(=O)C1COc2ccccc2O1)CC (stereo not drawn)	5	3	-4	-7	-1	-3	2	-0.3	-4	-1
32	O=C(CCn1cnnn1)Nc1ccccc1	-6	-4	-5	-4	1	-2	-2	-0.5	5	6
33	O=C(O)/C=C/C(=O)Nc1ccc2nccnc2c1	-2	6	-15	-34	-5	-337	9	1.0	4	-8
34	COc1ccc(CNC(=O)CN(Cc2ccc(Cl)cc2)C(=O)c2csnn2)cc1	4	0	2	-2	1	2	9	-0.4	-2	5
35	CSc1nc2nc(C)c(C/C=C/c3ccccc3)c(=O)n2[nH]1	-2	-2	-5	-7	-1	-1	-13	-0.7	-4	6
36	CCN(CC)Cc1oc(CO)cc(=O)c1O	-5	6	-2	0	1	-5	4	-0.3	0	-14
37	Cc1cc(NS(=O)(=O)c2ccc(NC(=O)COc3ccccc3[N+](=O)[O-])cc2)no1	-7	-2	-3	7	7	7	2	0.3	-1	-8
38	S=C(NCc1ccco1)Nc1cccc(Cl)c1	-10	1	0	6	-1	3	-2	-0.1	0	8
39	CCOC(=O)Cc1csc(NC(=O)CN2C(=O)c3ccccc3S2(=O)=O)n1	-4	6	3	4	2	3	33*	0.6	-7	8
40	COc1cccc(CN=CC2=C(O)CC(C)(C)CC2=O)c1OC	8	-8	-2	4	1	1	6	-1.0	4	-5

Given with one line to a screen: part of the list above.
38) S=C(NCc1ccco1)Nc1cccc(Cl)c1
39) CCOC(=O)Cc1csc(NC(=O)CN2C(=O)c3ccccc3S2(=O)=O)n1

Compound	38	39
TDP2 absorb	-10	-4
DDE Tn6 FP inh	1	6
ADAM17 inh	0	3
ADAM10 inh	6	4
LEDGF integ inh	-1	2
PLCg1 inh	3	3
ARFGAP1 inhibitor	-2	33*
KLK7 zymogen act	-0.1	0.6
DDE Tn7 FP inh	0	-7
ASAP1 inh	8	8

ARFGAP1 inhibitor, entries above that show a hit.
| cpd | canonical_smiles | TDP2 absorb | DDE Tn6 FP inh | ADAM17 inh | ADAM10 inh | LEDGF integ inh | PLCg1 inh | ARFGAP1 inhibitor | KLK7 zymogen act | ASAP1 inh |
| --- | --- | --- | --- | --- | --- | --- | --- | --- | --- | --- |
| 39 | CCOC(=O)Cc1csc(NC(=O)CN2C(=O)c3ccccc3S2(=O)=O)n1 | -4 | 6 | 3 | 4 | 2 | 3 | 33* | 0.6 | 8 |

Further results.
#	SMILES	TDP2 absorb	DDE Tn6 FP inh	ADAM17 inh	ADAM10 inh	LEDGF integ inh	PLCg1 inh	ARFGAP1 inhibitor	KLK7 zymogen act	DDE Tn7 FP inh	ASAP1 inh
41	Cc1cc(CNC[C@H]2O[C@@H](n3cnc4c(N)ncnc43)[C@H](O)[C@@H]2O)no1	7	0	0	-2	-5	2	-9	-0.3	3	-10
42	Cc1cccc(-c2n[nH]c([N+](=O)[O-])n2)c1	-6	2	-3	-6	0	1	8	0.5	-15	0
43	CN1CCCC(OC(=O)c2ccc(Cl)cc2)C1 (stereo not drawn)	6	-1	-5	0	-1	-1	-10	0.3	1	-1
44	COc1ccccc1C1=NOC(Cn2c(NCC3CCCO3)nc3c2c(=O)n(C)c(=O)n3C)C1 (stereo not drawn)	15	2	-12	-33	1	-20	4	8.5	2	3
45	COc1ccc(NC(=O)CCn2nnc(-c3ccc(C)cc3)n2)cc1OC	-1	-16	2	11	0	0	-9	0.1	-4	7
46	O=C1c2cccc(OCC(=O)N3CCCc4ccccc43)c2CCN1Cc1cccnc1	18	7	-2	3	1	2	-10	0.1	-5	-4
47	NCC1OC(n2cnc3c(N)ncnc32)CC1O (stereo not drawn)	5	0	0	-2	2	0	-17	-0.2	0	9
48	O=C1N(c2ccccc2)C[C@@H]2C[C@@H](c3cccs3)N3CCC[C@@]123	10	2	-3	0	1	0	6	-0.1	-4	1
49	Cc1ccc(S(=O)(=O)Nc2cccc3c2O[C@@H](CN(C)C(=O)Nc2ccc4c(c2)OCO4)[C@H](C)CN([C@@H](C)CO)C3=O)cc1	2	0	-1	3	-4	-2	-11	0.5	-1	2
50	COc1ccc(Cc2n[nH]c(=S)n2Cc2ccccc2)cc1Cl	8	1	2	9	3	-1	-2	-0.6	-1	20
51	N#CCc1ccc(NC(=O)c2ccc(CN3CCc4ccccc4C3)cc2)cc1	18	-8	-4	-3	3	0	7	0.4	-2	9
52	O=C(Nc1ccc(N2CCN(Cc3ccccc3)CC2)cc1)c1ccccc1[N+](=O)[O-]	-5	6	3	3	-1	3	12	-0.6	0	-4

Bioassay records deposited in PubChem BioAssay by The Scripps Research Institute Molecular Screening Center.
